Assay outcomes from PubChem BioAssay.
mcGAS inh – blocks mouse cGAS activity | actives 0.15% (n = 160,000) | inhibition, % at 12.5 µM | recombinant cGAS, Kinase-Glo ATP depletion luminescence | Q8C6L5 | AID 1259399;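 note: 0% = negative control wells and 100% = reference inhibitor with no enzyme activity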
hcGAS lum – inhibitors of human cGAS | recombinant h-cGAS, ATP depletion, Kinase-Glo luminescence | inhibition, % at 12.5 µM | actives 0.081% (n = 290,000);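 note: 0% = vehicle reaction and 100% = reaction without DNA for no activity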
Target sequence (Q8N884 whole entry, looked up): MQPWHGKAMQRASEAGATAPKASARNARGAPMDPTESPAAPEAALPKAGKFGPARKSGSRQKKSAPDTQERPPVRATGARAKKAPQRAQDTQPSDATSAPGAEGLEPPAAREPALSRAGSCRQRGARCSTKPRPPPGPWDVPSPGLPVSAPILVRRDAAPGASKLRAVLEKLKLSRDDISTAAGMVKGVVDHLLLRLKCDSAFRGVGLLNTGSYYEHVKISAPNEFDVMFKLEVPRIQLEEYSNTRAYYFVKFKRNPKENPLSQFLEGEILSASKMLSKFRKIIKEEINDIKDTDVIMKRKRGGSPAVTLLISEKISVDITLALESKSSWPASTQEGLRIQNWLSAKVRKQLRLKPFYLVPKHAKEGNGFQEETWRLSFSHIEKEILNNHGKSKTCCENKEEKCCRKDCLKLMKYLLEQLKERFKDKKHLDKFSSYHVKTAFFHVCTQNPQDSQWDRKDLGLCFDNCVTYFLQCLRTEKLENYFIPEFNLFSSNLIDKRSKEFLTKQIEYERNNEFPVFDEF
NPYLR7 agonist – activates Aedes aegypti NPYLR7 receptor. HEK293T NPYLR7/Galpha15, GCaMP6s calcium fluorescence. activation, % at 10 µM. actives 0.15% (n = 270,000); in the data active = activation above about 40%;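 note: 0% = vehicle and 100% = reference agonist at the receptor; some compounds past the cut are filed as inactive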
Numbers without * were called inactive; / = no result given; & = joins results of further samples. Cut-off read from the data, not from the text of the source, unless noted: active = inhibition above about 40%; inactive = the rest. Compounds were not picked by outcome; overall some 0.29% were active at least once.

SMILES	mcGAS inh	hcGAS lum	NPYLR7 agonist
Cc1cc(N2CCSCC2)ccc1NS(=O)(=O)c1ccccc1	-9	-16	2
CCN1CCN(Cc2nc3c(c(=O)n(C)c(=O)n3C)n2CC(=O)c2ccccc2)CC1	-9	-5	1
O=C(CC1SC2=NCCN2C1=O)Nc1ccc(Br)cc1 (stereo not drawn)	-3	-7	13
CN1CC(c2nc3ccccc3n2Cc2ccc(C(C)(C)C)cc2)CC1=O (stereo not drawn)	/	-8	-12
CC1(C(=O)Nc2ccccc2F)CCN1CCc1ccccc1 (stereo not drawn)	/	-3	-5
O=C(CC1CCCC1)Nc1cc(C(F)(F)F)ccc1-n1cncn1	/	-1	1
Cc1ncsc1C(=O)NCc1cc(Br)ccc1F	/	5	-33
COCCNC(=S)NN=C1c2ccccc2-c2ccccc21	/	-7	5
CN1OC(C)(CC(=O)NCc2cccc(O)c2)N=C1c1cccc2ccccc12 (stereo not drawn)	/	1	0
CCOc1ccc(-n2nnnc2CNC(=O)c2ccc(OCC)c(OCC)c2)cc1	-7	-4	6
CC(=O)N1CCN(C(=O)/C=C/c2ccc(-c3ccc(Br)cc3)s2)CC1	/	-7	2
COCCCNC(=O)C(C1CCCC1)N1CCN(C(=O)c2cc(F)cc(F)c2)CC1 (stereo not drawn)	/	0	-2
O=C(c1ccc(C(F)(F)F)cc1)C1CCCN(C(=O)c2cnccn2)C1 (stereo not drawn)	/	-6&1	3&-2
CCCCn1c(N)c(N(CCC(C)C)C(=O)CCCCl)c(=O)[nH]c1=O	-7	-4	-4
CCN(CC)S(=O)(=O)c1c(C)c(C)c(C)c(C)c1C	/	1	8
O=C1CC(=NCc2ccco2)C2(CCCCC2)O1	-3	-8	11
CN(c1ncccc1C(=O)N1CCOC2(CNCCOC2)C1)C1CCCCC1 (stereo not drawn)	/	-9	9
CN(CCN1CCOC1=O)CCN(C)c1ccccc1	/	-8	1
CN(C(=O)C1CC1c1ccco1)c1ccccc1S(C)(=O)=O (stereo not drawn)	/	-11	4
CC1=C(C)N(c2ccccc2)NC(=S)S1	-6	-15	0
O=C(Cc1cccc(F)c1)NNC(=O)c1cccs1	/	-9	7
CC(C)CN(Cc1c(F)cccc1F)Cc1cccn1Cc1ccc(C(F)(F)F)cc1	-10	-8	1
COc1ccccc1CN(CC(O)COCc1ccccc1)C1CC1 (stereo not drawn)	2	-3	-7
Cn1c(CSc2nc3ccccc3n2CCOc2ccccc2F)nc2ccccc21	-4	-3	7
CCC(C(N)=O)N1CCC(CN2CCCCC2)C1 (stereo not drawn)	/	-18	-1
Cc1ccc(-n2cc(-c3ccccc3)c3c(=O)[nH]cnc32)cc1	-1	-3	-7
Cc1cc(C)n2c(NC(C)(C)C)c(-c3ccc(Cl)cc3)nc2c1	-5	-7	-1
CCc1nc(CN2CC[C@@H](c3ccc4ccccc4c3)[C@H](O)C2)c(C)[nH]1	-17	-3	/
Cc1c(CCC#N)c(=O)n2c3ccccc3nc2n1CC(=O)c1ccccc1	/	-8	-14
Cc1ccc(NC(=O)C2CC(=O)N(Cc3ccccc3)C(=Nc3ccccc3)S2)c(C)c1 (stereo not drawn)	-3	0	-16
CC(C)(C)n1nnnc1SCc1ccc(OCC(F)(F)F)nc1	-8	-1	-2
COc1ccccc1-c1cccc(-c2cccc(NC(=O)c3c(C)noc3C)c2)n1	-7	-11	12
COc1ccc(OC)c(C2c3[nH]c4ccccc4c3CCN2C(=O)c2cc(F)ccc2C(F)(F)F)c1 (stereo not drawn)	-4	-7	4
COc1ccc(CC2c3nc(-c4ccc(Cl)cc4)ncc3C(=O)N2C)cc1 (stereo not drawn)	/	9	-9
C=CCn1c(O)c(N=NC(=O)c2cccc(C)c2)c2ccccc21	-5	3	-14
CS(=O)(=O)Nc1c(O)ccc2c1CCCC2C1=NCCN1 (stereo not drawn)	/	-5	5
Cc1cc(C(=O)N2CCC3(CCCNC3)C2)ccc1N1CCOCC1 (stereo not drawn)	-17	-9	2
Cc1c(CN(C)C(=O)C2CCC(=O)N(CCN3CCOCC3)C2)[nH]c2ccccc12 (stereo not drawn)	/	-6	33
Cc1cc(Oc2cnn(C)c(=O)c2Nc2cccc(C(=O)N3CCCC3)c2)ccc1Cl	-5	-5	21
Cc1ccc(C(C)(C)C)cc1Sc1ccc2nnnn2n1	/	-7	7
CCc1nc2n(n1)C(=O)C(C(c1ccccc1)N1CCC(C(N)=O)CC1)S2 (stereo not drawn)	-1	2	15
COC(=O)c1ccc(CSc2nnc(Cc3c(C)[nH]c(=O)[nH]c3=O)o2)cc1	/	4	8
O=C(Nc1cc(CCc2ccccc2)ccn1)c1cnc[nH]1	/	-7	3
COc1cccc(CN2CCC(C(=O)NC(c3ccccc3)c3ncccc3C)CC2)c1 (stereo not drawn)	-2	-5	11
COc1ccc(-n2cnn(CCC#N)c2=S)cn1	-12	-5	-6
O=C(Cn1cnc2ccccc21)N1CCN(c2ccccn2)CC1	/	4	6
CCCNC(=O)CSc1nc2cc(Cl)ccc2o1	-7	-4	7
COCCN1CCN(C(=O)NC2CCCCC2)[C@H]2CS(=O)(=O)C[C@H]21	-7	-14	/
C#CCNC(=O)C(C(C)C)N1CC2=C(C1=O)C(c1cccc(Oc3ccccc3)c1)NC(=O)N2CC (stereo not drawn)	0	2	-2
CSc1nnc(CC2CCN(C(=O)CN(C)Cc3cccnc3)CC2)n1C	-7	0	3
Fc1cccc(F)c1-c1nc(-c2ccncc2)no1	/	-1	6
COc1ccc(Br)cc1C=C1N=C(c2cc(OC)c(OC)c(OC)c2)OC1=O	/	-5	11
Cc1cc(C)nc(SCc2cc(=O)c(OC(=O)Cc3ccc(F)cc3)co2)n1	82*	5	-16
O=C(O)c1ccc(-c2nccs2)s1	/	-19	-5
CC(C)(C)c1cc(N2CCN(Cc3ccc4c(c3)OCO4)CC2)nc(SCc2ccc(C(=O)O)cc2)n1	-7	-8	7
CC(C)=CC(=O)N1CCC2(CCCN(CCO)C2=O)C1 (stereo not drawn)	-7	-10	/
CCCCN(Cc1cccn1Cc1cccc(C(F)(F)F)c1)C(=O)CN(CC)C(=O)CCC1CCCC1	-4	-5	/
CCOC(=O)CSc1nc2c(c(=O)n1-c1cccc(OC)c1)SCC2	-7	-6	-5
CCCC(=O)OCC(O)CN(CCOC)Cc1cccn1Cc1cccc(F)c1 (stereo not drawn)	-7	-13	23
COc1cccc(-c2cc(C(=O)NCc3ccco3)nc3cc(-c4ccccc4)nn23)c1	-8&-4	-3&-1	7&10
Next results follow:
SMILES	mcGAS inh	hcGAS lum	NPYLR7 agonist
C=CCc1ccc(O)c(OC)c1	/	-3	-9
CCCc1cc(C(=O)N2CCN(c3ncccn3)CC2C(=O)O)cs1 (stereo not drawn)	-13	-6	4
COc1cccc(NC(=O)CN(C)C2CC(=O)N(Cc3ccc(Cl)cc3)C2=O)c1 (stereo not drawn)	/	-2	6
Cc1ccc2nc(-c3ccccc3C)c(NC(=O)CC(C)C)n2c1	-7	-3	-6
COc1ccc2nc(SC(C)c3nc(C)no3)[nH]c2c1 (stereo not drawn)	/	-5	10
CCOc1ccccc1C(CC(=O)N(C)OC)NC(C)=O (stereo not drawn)	-18	-5	2
COc1ccccc1CN(C(=O)CNC(=O)c1ccccc1)C1CC1	/	-2	-3
COc1cc(/C=C2/SC(=Nc3ccccc3)NC2=O)cc(OC)c1OC	-3	-10	-7
O=C1OC(/C=C/c2ccccc2)=NC/1=C/c1cccc(F)c1	/	1	2
Cc1nc(C(C)n2cc(-c3sccc3C)nn2)cs1 (stereo not drawn)	-19	-5	24
COc1ccc(-c2nnc(SCC(=O)N3CCCC3)n2-c2ccc(C)cc2)cc1	-6	-6	8
Cc1cccc(CN2CCC(CNC(=O)Cc3ccn(C)c3)C2)c1 (stereo not drawn)	/	-4	4
O=C(CC(c1ccc(Cl)c(Cl)c1)c1c[nH]c2ccccc12)NC(Cc1ccccc1)c1ccccc1 (stereo not drawn)	-5	-4	/
CCn1cc(C(=O)N2CCN(CC(N)=O)CC2)c2nn(-c3ccccc3)c(=O)c-2c1	-9	-7	-2
COCCCN(CC(=O)N(Cc1cccn1Cc1ccccc1Cl)CC(C)C)C(=O)COCc1ccccc1	0	1	-11
Cc1ccc(NC(=O)c2cc(Cl)sc2Cl)c(CN(C)C)c1	/	-11	6
O=C(O)c1cc(-c2ccc(O)cc2)n[nH]1	/	0	-3
Cc1nn2c3c(cnc2c1-c1ccccc1)C(=O)CC(c1ccco1)C3 (stereo not drawn)	/	-7	17
CN1CCc2[nH]nc(C(=O)N3CCCC(N4CCCC4)C3)c2C1 (stereo not drawn)	/	-4	4
O=C(NCCSCc1ccccc1)C1(c2ccccc2)CCC1	/	-8	-2
Cn1cc(I)c(C(=O)NNC(=O)COc2ccc3c(c2)OCO3)n1	-5	0	4
O=C(NCc1ccco1)c1cnn(-c2cccc(F)c2)c1C(F)(F)F	-6	-6	-1
CCC1CCCCN1CN1C(=O)c2cc(Cl)c(Cl)cc2C1=O (stereo not drawn)	/	-8	2
CC(C)(C)c1ccc(C(=O)NC2(C(F)(F)F)NC(=O)N(C3CCCCC3)C2=O)cc1 (stereo not drawn)	-7	-5	5
CC1CC(N(C)CC(O)COc2ccc(C(F)(F)F)cc2)C(=O)O1 (stereo not drawn)	/	-8	-3
C=CCn1c(O)c(N=NC(=O)c2ccncc2)c2ccccc21	-4	-3	1
CN(Cc1cc(-c2ccccc2)n[nH]1)Cc1ncccc1C(=O)O	-9	-6	-1
COc1cccc(C(=O)NCc2nnc(SCc3cccc(C)c3)n2-c2cc(Cl)ccc2Cl)c1	-3	1	22

Molecules listed so far that contain an NH in an aromatic ring, in the order listed:
SMILES	mcGAS inh	hcGAS lum	NPYLR7 agonist
CCCCn1c(N)c(N(CCC(C)C)C(=O)CCCCl)c(=O)[nH]c1=O	-7	-4	-4
Cc1ccc(-n2cc(-c3ccccc3)c3c(=O)[nH]cnc32)cc1	-1	-3	-7
CCc1nc(CN2CC[C@@H](c3ccc4ccccc4c3)[C@H](O)C2)c(C)[nH]1	-17	-3	/
COc1ccc(OC)c(C2c3[nH]c4ccccc4c3CCN2C(=O)c2cc(F)ccc2C(F)(F)F)c1 (stereo not drawn)	-4	-7	4
Cc1c(CN(C)C(=O)C2CCC(=O)N(CCN3CCOCC3)C2)[nH]c2ccccc12 (stereo not drawn)	/	-6	33
COC(=O)c1ccc(CSc2nnc(Cc3c(C)[nH]c(=O)[nH]c3=O)o2)cc1	/	4	8
O=C(Nc1cc(CCc2ccccc2)ccn1)c1cnc[nH]1	/	-7	3
COc1ccc2nc(SC(C)c3nc(C)no3)[nH]c2c1 (stereo not drawn)	/	-5	10
O=C(CC(c1ccc(Cl)c(Cl)c1)c1c[nH]c2ccccc12)NC(Cc1ccccc1)c1ccccc1 (stereo not drawn)	-5	-4	/
O=C(O)c1cc(-c2ccc(O)cc2)n[nH]1	/	0	-3
CN1CCc2[nH]nc(C(=O)N3CCCC(N4CCCC4)C3)c2C1 (stereo not drawn)	/	-4	4
CN(Cc1cc(-c2ccccc2)n[nH]1)Cc1ncccc1C(=O)O	-9	-6	-1
